MT1-MMP txn act – MT1-MMP promoter reporter activation – cell-based, luciferase luminescence, primary screen; HT1080 MT1-MMP promoter luciferase reporter, overnight; stronger effect = higher value; activation factor at 10 µM; 0.16% of 86,000 active; AID 750, 2007;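 active means activation factor of at least 2 for MT1-MMP transcription at 10 µM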
Smad3 inh – Smad3/FoxH1 peptide binding inhibitors, primary screen, biochemical, TR-FRET; 0.29% of 88,000 active; AID 630, 2007; TR-FRET Smad3/Dy647-FoxH1 peptide binding, europium anti-His; inhibition, % at 25 µM; Mothers against decapentaplegic homolog 3 (Homo sapiens), P84022;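 active means compounds that reduce the energy-transfer binding signal between the protein and its labelled peptide by more than half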;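 further: 0% = Smad3 plus labelled peptide maximal FRET and 100% = peptide-only background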
Target sequence (P84022 whole entry, looked up): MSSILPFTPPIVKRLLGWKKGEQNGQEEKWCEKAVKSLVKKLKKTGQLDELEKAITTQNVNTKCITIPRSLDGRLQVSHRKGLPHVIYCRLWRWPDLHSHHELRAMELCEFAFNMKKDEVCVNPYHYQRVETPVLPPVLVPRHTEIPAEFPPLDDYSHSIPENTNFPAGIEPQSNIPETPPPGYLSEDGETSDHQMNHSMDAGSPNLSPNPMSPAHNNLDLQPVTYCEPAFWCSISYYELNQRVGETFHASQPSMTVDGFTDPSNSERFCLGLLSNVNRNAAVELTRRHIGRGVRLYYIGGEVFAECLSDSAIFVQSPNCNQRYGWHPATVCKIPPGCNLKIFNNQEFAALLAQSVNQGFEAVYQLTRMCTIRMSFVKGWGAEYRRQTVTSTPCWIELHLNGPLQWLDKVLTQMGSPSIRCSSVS
LYP inh 2 – PTPN22 phosphatase inhibitors, primary screen, biochemical, DiFMUP fluorescence, 2 µM; recombinant LYP catalytic domain; Tyrosine-protein phosphatase non-receptor type 22 (Homo sapiens), Q9Y2R2; inhibition, % at 2 µM; 0.21% of 96,000 active;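 active means inhibition at 2 µM at or above a set limit, the screen mean plus 3 SD, cut at about 24% in these data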;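 further: 0% = DMSO with enzyme and 100% = enzyme fully blocked by orthovanadate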
* = called active by the depositor; / = no result given.

canonical_smiles	MT1-MMP txn act	Smad3 inh	LYP inh 2
O=C(O)c1ccc(NS(=O)(=O)Cc2ccccc2)cc1	/	-2	/
O=c1oc2cc(N=Cc3ccc4c(c3)OCO4)ccc2c2ccccc12	/	-1	/
O[C@@H](c1cc(C(F)(F)F)nc2c(Cl)cc(Cl)cc12)[C@@H]1CCCCN1	/	12	/
c1ccc(NCCSc2nc3ccccc3s2)cc1	/	5	/
O=C(O)c1cccc(SSc2cccc(C(=O)O)c2)c1	/	7	/
C=C(Br)CN(C)CC(=C)Br	/	0	/
NC(N)=NC[C@@H]1CCCCCCN1	/	-11	/
Nc1nc(N)c2[nH]c(CNC3CCC(C(=O)O)CC3)nc2n1 (centres undefined)	/	4	/
O=C(O)CCN1C(=S)CSC1=S	/	7	/
C[N+](C)(C)[C@H](Cc1c[nH]c(=S)[nH]1)C(=O)O	/	-8	/
Cn1c(=O)c2[nH]c(COCc3nc4c([nH]3)c(=O)n(C)c(=O)n4C)nc2n(C)c1=O	/	1	/
O=C(O)CSc1cc(-c2ccccc2)nc2ccccc12	/	-36	/
O=C(O)c1ccccc1-c1ccccc1C(=O)Nc1ccc2c(c1)[nH]c(=O)c1ccccc12	/	33	/
CC1(C)N=C(N)N=C(N)N1c1cccc(OCc2cccc(N)c2)c1	/	11	/
O=C=Nc1ccc(Cc2ccc(N=C=O)cc2)cc1 (tested in a mixture with another compound)	/	18	/
O=C(O)c1cc(=O)[nH]c(SCc2ccccc2)n1	/	-5	/
O=C(O)c1cccc(S(=O)(=O)NCCO)c1	/	-9	/
O=C(O)c1ccc(/C=N/N=C2c3ccccc3-c3ccccc32)cc1	/	11	/
[N-]=[N+]=NC[C@@H]1O[C@H](n2cnc3c(N)ncnc32)[C@@H]2O[C@@H]21	/	3	/
OC[C@@H]1O[C@H](n2cnc3c(SCc4ccccc4)ncnc32)[C@H](O)[C@H]1O	/	5	/
O=C(c1ccc(S(=O)(=O)N2CCCCCC2)cc1)N1CCC(CN2C(=O)c3cccc4cccc(c34)C2=O)CC1	/	/	19
CC(=O)N1CC=CC1(C)C(=O)NCC1CC1 (centres undefined)	0.9	/	/
CN(C)c1ccc(CNC(=O)[C@@]2(C)C=C[C@@H](Cc3ccccc3)N2C)cc1	1	/	/
COc1ccc(CN(C(=O)CO)[C@@H](CO[Si](c2ccccc2)(c2ccccc2)C(C)(C)C)c2cccc(NC(C)=O)c2OC)cc1OC	1.2	/	/
COC(=O)c1ccc(C(NC(=O)OCc2ccccc2)/C(C)=C/[C@@H](C)CO)cc1 (some centres undefined)	1.1	/	/
CC(=O)N1[C@H](C)C=C[C@]1(Cc1ccccc1)C(=O)NCCc1c[nH]c2ccccc12	1	/	/
CC1=C(C(=O)OCc2ccccc2)C(c2ccc(C3CCCCC3)cc2)NC(=O)N1CCCCCC(=O)O (centres undefined)	1	/	/
COC(=O)Cn1c(C(=O)N2CCCC2)cc2c1C[C@H]1CN(C(=O)c3ccccc3)[C@@](Cc3ccccc3)(C(=O)OC)[C@@H]21	1.1	/	/
CC1=C(C(=O)OCc2ccccc2)C(c2ccccc2Cl)NC(=O)N1CCCCCC(=O)O (centres undefined)	1.2	/	/
CN(Cc1ccccc1)S(=O)(=O)c1ccc2[nH]c(=O)oc2c1	0.9	/	/
COC(=O)C1=C(CCc2ccccc2)NC(=O)NC1c1cccc([N+](=O)[O-])c1 (centres undefined)	1.1	/	/
Cn1c(=O)c(C(=O)COC(=O)c2cc(C(F)(F)F)nc3ccccc23)c(N)n(Cc2ccccc2)c1=O	1	/	/
COC(=O)CNC(=O)C1(CC(C)C)C=CCN1C(C)=O (centres undefined)	1.1	/	/
COc1ccc(NC(=O)c2cnc3ccccn3c2=O)c(OC)c1	1.6	/	/
COC(=O)c1ccc(C(NC(=O)OCc2ccccc2)/C(I)=C/[C@@H](C)C(=O)NCC2CC2)cc1 (some centres undefined)	1.1	/	/
c1ccc2c(c1)Cc1cc3ccccc3nc1-2	1.1	/	/
CC1=C(C(=O)OCc2ccccc2)C(c2ccccc2Cl)NC(=O)N1CCCC(=O)O (centres undefined)	1.1	/	/
COC(=O)[C@@]1(Cc2ccc(F)cc2)[C@H]2c3cc(C(=O)N(C)C)n(Cc4ccc(S(C)(=O)=O)cc4)c3C[C@H]2CN1C(=O)c1ccccc1	1.2	/	/
CC(=O)N1[C@H](C)C=C[C@]1(Cc1ccccc1)C(=O)NCc1ccc(C)o1	1	/	/
C[C@@H](C(=O)Nc1ccc2ccccc2c1)[C@@H]1C[C@@]1(C)[C@@H](NS(=O)(=O)c1ccccc1)c1ccccc1	1.2	/	/
CC1=C(C(=O)OC(C)C)C(c2cccs2)C2=C(CCCC2=O)N1 (centres undefined)	1	/	/
CCC1=C2CC[C@H]3C(=O)N(CC)C(=O)[C@H]3[C@H]2[C@@]2(Cc3ccccc3)C(=O)N(CCOC)C(=O)N2C1=O	1.2	/	/
COC(=O)[C@H](Cc1ccccc1)NC(=O)[C@]1(C)C[C@H]1[C@H](NC(=O)OCc1ccccc1)c1ccccc1	1.1	/	/
COc1cccc(-c2nc(N3CCCCC3)c3ccccc3n2)c1O	1.5	/	/
CCC/C=C(\CCC)C(NS(=O)(=O)c1cccc2cccnc12)c1ccc(-c2ccccc2)cc1 (centres undefined)	1.2	/	/
COC(=O)c1ccc(C(NC(=O)OCc2ccccc2)/C(C)=C/[C@@H](C)C(=O)NCCN2CCOCC2)cc1 (some centres undefined)	1	/	/
CCCC1(C(=O)OC)C=C2C(=C(c3ccccc3)C(=O)C2C)CN1 (centres undefined)	1.2	/	/
COc1ccc(OC)c(C2/C(=C(\O)c3ccc4c(c3)OCCO4)C(=O)C(=O)N2CCCN(C)C)c1 (centres undefined)	1.1	/	/
COC(=O)c1ccc(C(/C=C/[C@@H](C)C(=O)NCCN2CCCC2)NC(=O)OCc2ccccc2)cc1 (some centres undefined)	1.1	/	/
C=C1C(=O)C=C2CN(C(=O)c3ccccc3)[C@@](Cc3ccc(OC)cc3)(C(=O)OC)[C@@H]12	1.1	/	/
Cc1cccc(/N=C/c2c(O)n(-c3cc(Cl)ccc3N3CCOCC3)c(=O)c3ccccc23)n1	1	/	/
CCCC[C@@H]1C[C@H]1C(NC(=O)c1cccnc1)c1ccc(Cl)cc1 (some centres undefined)	1.2	/	/
COC(=O)c1ccc(C(NC(=O)OCc2ccccc2)/C(C)=C/[C@@H](C)C(=O)Nc2ccc(OC)cc2)cc1 (some centres undefined)	1.2	/	/
COC(=O)[C@@]1(Cc2ccc(F)cc2)[C@H]2c3cc(C(=O)N4CCCC4)n(Cc4cc(F)cc5c4OCOC5)c3C[C@H]2CN1C(=O)c1ccccc1	1.1	/	/
CCC1=C2CC[C@H]3C(=O)NC(=O)[C@H]3[C@H]2[C@@]2(Cc3ccccc3)C(=NCC3CC3)OC(=O)N2C1=O	1.2	/	/
Cc1c(O)c(O)cc2c1oc1c3ccccc3oc(=O)c21	1.1	/	/
Cn1c(=O)c2c(nc(SCCN3CCOCC3)n2Cc2ccc(Cl)cc2)n(C)c1=O	1.1	/	/
COc1c(O)c(O)cc2c1oc1c3ccccc3oc(=O)c21	1.1	/	/
Cc1cc(CNC(=O)[C@H](C)[C@H]2C[C@]2(C)[C@H](NC(=O)OCc2ccccc2)c2ccccc2)nn1C	1.1	/	/
COC(=O)[C@@]1(Cc2ccc(F)cc2)[C@H]2c3cc(C(=O)N(C)C)n(CCN4CCOCC4)c3C[C@H]2CN1C(=O)c1ccccc1	1.1	/	/

Some of the entries above in another layout:
MT1-MMP txn act | Smad3 inh | LYP inh 2 | canonical_smiles
1 | / | / | CC(=O)N1[C@H](C)C=C[C@]1(Cc1ccccc1)C(=O)NCc1ccc(C)o1
1.2 | / | / | C[C@@H](C(=O)Nc1ccc2ccccc2c1)[C@@H]1C[C@@]1(C)[C@@H](NS(=O)(=O)c1ccccc1)c1ccccc1
1 | / | / | CC1=C(C(=O)OC(C)C)C(c2cccs2)C2=C(CCCC2=O)N1 (centres undefined)
1.2 | / | / | CCC1=C2CC[C@H]3C(=O)N(CC)C(=O)[C@H]3[C@H]2[C@@]2(Cc3ccccc3)C(=O)N(CCOC)C(=O)N2C1=O

Next compounds follow.
canonical_smiles	MT1-MMP txn act	Smad3 inh	LYP inh 2
COC(=O)[C@@]1(Cc2ccccc2)[C@H]2c3cc(C(=O)N(C)C)n(Cc4nc5ccccc5[nH]4)c3C[C@H]2CN1C(=O)c1ccccc1	1.1	/	/
CCC/C=C(\CCC)C(NC(=O)c1cccs1)c1ccc(C(F)(F)F)cc1 (centres undefined)	1.1	/	/
O=C(CCc1ccccc1)NCC#CC(O)c1ccc(Br)cc1 (centres undefined)	1.2	/	/
CCCCCC1=C2CNC(C)(C(=O)OC)C=C2C(C)C1=O (centres undefined)	1.1	/	/
CCCC[C@@H]1C[C@H]1C(NC(=O)c1ccco1)c1ccc(Cl)cc1 (some centres undefined)	1.3	/	/
CCOc1nc(-c2ccccc2)ccc1-c1noc(-c2cccnc2)n1	1	/	/
CC(=O)N1[C@H](Cc2ccccc2)C=C[C@]1(C)C(=O)NCc1cc(F)cc(C(F)(F)F)c1	1.1	/	/
CCOC(=O)C1=C(C)N(CCCC(=O)O)C(=O)NC1c1ccccc1OC(=O)c1ccc(I)cc1 (centres undefined)	1.1	/	/
O=C(NC1CC1)C1CCCN(C(=O)Nc2ccc(F)cc2)C1 (centres undefined)	1	/	/
O=C(Cc1ccccc1I)Nc1ccccc1	1.1	/	/
C=CCn1cnc2c(c1=O)c1nc3ccccc3nc1n2-c1ccc(C)cc1	0.9	/	/
C[C@@]1(C(NC(=O)c2cccs2)c2ccc(-c3ccccc3)cc2)C[C@H]1C1CCCCC1 (some centres undefined)	1.1	/	/
CC(=O)N1CC=CC1(C)C(=O)NCc1ccc(C)o1 (centres undefined)	0.9	/	/
CNC(=O)[C@H](C)[C@H]1C[C@]1(C)[C@H](NC(=O)OCc1ccccc1)c1ccccc1	1.3	/	/
CC(C)n1c(=NC(=O)c2ccco2)c(C#N)cc2c(=O)n3ccccc3cc21	0.7	/	/
COC(=O)N1[C@H](C)C=C[C@]1(Cc1ccccc1)C(=O)NCc1ccccn1	1	/	/
COC(=O)[C@@H]1C[C@@H]2CC[C@@H](O)C[C@@H]2N1Cc1ccc(C)s1	1.1	/	/
CC(C)(C)C(=O)NC(c1ccc(Cl)cc1)[C@]1(C)C[C@H]1C1CCCCC1 (some centres undefined)	1.3	/	/
Cc1cccc(N(CC(=O)NC2CCCCC2)C(=O)CCC(=O)Nc2cc(C)ccn2)c1	1	/	/
Cc1oc2nc(SCC(=O)N3CCCCC3)nc(N)c2c1C	1.3	/	/
Cc1cccc2cc(CN(CCN3CCOCC3)C(=O)Nc3ccccc3F)c(=O)[nH]c12	1.1	/	/
Cn1c(=O)c(C(=O)COC(=O)c2cc(C(F)(F)F)nc3c(C(F)(F)F)cccc23)c(N)n(Cc2ccccc2)c1=O	1.1	/	/
COCCCNC(CC(=O)Nc1ccc(N(C)C)cc1)C(=O)O (centres undefined)	1.1	/	/
COC(=O)[C@@H]1C[C@@]2(O)[C@@H](O)[C@@H](O)[C@@H](O)C[C@H]2N1Cc1ccc(C(C)(C)C)cc1	1.1	/	/
CCOC(=O)C1=C(C)N(CCCCCC(=O)O)C(=O)NC1c1cccc(Cl)c1Cl (centres undefined)	1.2	/	/
COC(=O)[C@@]1(Cc2ccc(OC)cc2)[C@H]2c3cc(C(=O)N4CCCC4)n(Cc4ccc(O)c(OC)c4)c3C[C@H]2CN1C(=O)c1ccccc1	1.2	/	/
COC(=O)N1CC=CC1(C)C(=O)NCc1ccc(C)o1 (centres undefined)	1	/	/
COC(=O)[C@@]1(Cc2ccc(F)cc2)[C@H]2c3cc(C(=O)N4CCCC4)n(C[C@H](O)CO)c3C[C@H]2CN1C(=O)c1ccccc1	1.1	/	/
CCN(CC)CCCN1C(=O)C(=O)/C(=C(/O)c2ccc(OC)cc2)C1c1ccco1 (centres undefined)	1.1	/	/
CCC1=C2CC[C@H]3C(=O)N(CC(=O)OC)C(=O)[C@H]3[C@H]2[C@@]2(C)C(=NCCc3c[nH]c4ccccc34)OC(=O)N2C1=O	1.1	/	/
CCOc1ccc(CCNC(=O)c2cc3sccc3n2C)cc1OCC	1.1	/	/
CC(C)(C)[Si](C)(C)c1c2c(nc3ccc(OCc4ccccc4)cc13)-c1cccc(=O)n1C2	1.1	/	/
CCCCCCN(C(=O)CCCCCN1C(=O)NC(c2ccc(-c3ccccc3)cc2)C(C(=O)OCc2ccccc2)=C1C)C(C(=O)NCCCC)c1ccc(OCC(=O)O)c(C(=O)O)c1 (centres undefined)	1.1	/	/
COC(=O)[C@@H]1C[C@@]2(O)[C@H](O)[C@H](O)[C@H](O)C[C@H]2N1CC1CCCCC1	1	/	/
COC(=O)c1ccc(Nc2ncnc3c2cnn3-c2cccc(C)c2)cc1	1	/	/
CCc1c2c(nc3ccc(OC)cc13)COC2	1.3	/	/
CCOC(=O)C1=C(CCc2ccccc2)NC(=O)NC1c1ccc(Br)cc1 (centres undefined)	0.9	/	/

High-throughput results deposited in PubChem BioAssay by several laboratories.

Not all compounds are listed; rates above refer to the full screens.
